DT40 TDP1 no CPT = qHTS for Inhibitors of human tyrosyl-DNA phosphodiesterase 1 (TDP1): qHTS in cells in absence of CPT; DT40 Tdp1-/- hTDP1 cells, no CPT, ATP luminescence, 48 h; Potency, µM (doses to about 46.2 µM), inactives show at the highest dose activity change, negative = growth inhibition, usual class: inhibitors; 420,000 tested, 15% active; AID 686978, 2013; also: nearly all actives have a fitted effect of over 55% in size
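Growth of hTDP1-complemented DT40 Tdp1-knockout cells is measured by ATP luminescence after at least 48 hr compound exposure at 37 °C, with DMSO substituting for the 20 nM CPT used in the parallel screen.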
GCN5L2 inh = inhibitors of human GCN5L2 histone acetyltransferase. GCN5L2 HAT assay, ThioGlo1 CoA-SH fluorescence. AID 504327. 390,000 tested, 0.21% active. Q92830. Potency, µM (doses to about 58.9 µM), for the others: top-dose activity change, negative = inhibition, actives largely listed as inhibitors
Target sequence (Q92830 whole entry, looked up): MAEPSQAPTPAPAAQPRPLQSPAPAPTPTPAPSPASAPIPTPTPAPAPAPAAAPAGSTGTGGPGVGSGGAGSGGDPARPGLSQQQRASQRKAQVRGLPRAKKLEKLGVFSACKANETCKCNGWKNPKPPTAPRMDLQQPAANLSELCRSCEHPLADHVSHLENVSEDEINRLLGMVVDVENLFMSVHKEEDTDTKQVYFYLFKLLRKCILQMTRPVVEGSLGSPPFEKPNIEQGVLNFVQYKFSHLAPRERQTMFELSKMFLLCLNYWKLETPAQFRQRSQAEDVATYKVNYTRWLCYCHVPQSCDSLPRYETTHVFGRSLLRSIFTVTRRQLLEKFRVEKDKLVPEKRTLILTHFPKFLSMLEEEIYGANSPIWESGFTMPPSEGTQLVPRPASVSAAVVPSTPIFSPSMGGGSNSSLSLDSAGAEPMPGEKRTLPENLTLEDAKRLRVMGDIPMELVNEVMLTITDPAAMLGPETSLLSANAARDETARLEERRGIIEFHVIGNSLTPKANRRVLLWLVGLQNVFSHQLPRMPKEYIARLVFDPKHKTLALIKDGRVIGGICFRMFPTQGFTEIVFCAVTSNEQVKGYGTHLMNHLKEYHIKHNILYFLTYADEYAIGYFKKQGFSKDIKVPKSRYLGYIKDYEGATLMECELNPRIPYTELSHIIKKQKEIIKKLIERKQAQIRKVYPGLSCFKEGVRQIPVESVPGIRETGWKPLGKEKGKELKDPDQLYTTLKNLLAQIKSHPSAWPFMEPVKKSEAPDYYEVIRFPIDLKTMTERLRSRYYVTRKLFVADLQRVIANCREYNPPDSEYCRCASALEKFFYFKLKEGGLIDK
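Preincubate 20nM GCN5L2 with compound 15 min, RT → add 50uM ThioGlo1 + 75uM H3(1-25) + 70uM acetyl-CoA → read fluorescence 0 and 20 min. Primary qHTS; fluorescent artifacts likely.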
TDP1 cell CPT = DT40-hTDP1 cell growth loss with CPT; chicken DT40 Tdp1-/-;hTDP1 cells + 20 nM CPT, ATP luminescence, 48 h; Potency, µM (titrated, usually from 46.2 µM), inactives show at the top dose activity change, negative = growth inhibition, most hits filed as inhibitors; 420,000 tested, 12% active; AID 686979; also: nearly all actives have a fitted effect of over 55% in size
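Cell growth measured by CellTiter-Glo luminescence after a minimum 48 h, 37 C compound exposure with 20 nM CPT in Tdp1-knockout DT40 cells stably expressing hTDP1, seeded 400/well; qHTS titration format.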
The depositor's hits bear a star; ? = inconclusive; nt = no result given; [ ] = another dose, or the depositor's remark. Calls follow the shape of the dose curve; as a rule, active = well fitted curve in the direction sought with a large enough effect; inconclusive = small, poorly fitted or top-dose-only effect, or another doubt; inactive = no such curve, though single readings can be large; an effect the other way counts as inactive or inconclusive. % is scaled to controls: 0 for no effect and ±100 for the full control effect; potency is read from the fitted curve at half-maximal effect.

SMILES | DT40 TDP1 no CPT | GCN5L2 inh | TDP1 cell CPT
CCOc1ccc(S(=O)(=O)N2CCC(C(=O)N3CCN(c4ccccc4)CC3)CC2)cc1 | -8% | -13% | ?
COc1cc(NC(=O)Cc2ccc(F)cc2)cc(OC)c1OC | ? | -2% | ?
CC(C)(C)OC(=O)N1CCC(NC(=O)c2[nH]cnc2C(=O)N[C@@H](Cc2ccccc2)C(=O)OCc2ccccc2)CC1 | 13µM* | -17% | ?
CC(=O)N(C)C[C@@H]1Oc2ncc(Br)cc2C(=O)N([C@H](C)CO)C[C@@H]1C | -19% | nt | -2%
CCOCCSc1nnc2nc(C)cc(C)n12 | 4% | 1% | -4%
CCOc1ccc(NC(=O)Nc2ccc3c(c2)nnn3C)cc1 | -10% | -3% | -12%
CC(=O)Nc1sc(NC(=O)c2ccco2)nc1-c1cccs1 | -22% | -6% | 2%
COC(=O)c1c(C)[nH]c(C(=O)C(C)OC(=O)C2CC2)c1C (centres undefined) | ? | -4% | -4%
COc1ccccc1NC(=O)CSc1nccn1Cc1ccc(F)cc1 | ? | -9% | ?
CCCCN(C(=O)c1ccc(N2CCCC2=O)cc1)c1c(N)n(CC(C)C)c(=O)[nH]c1=O | -3% | 0% | -5%
Cc1cccc(NC(=O)CSc2nnc(C)n2Cc2ccccc2)c1 | -14% | -8% | -23%
O=C(O)c1ccccc1CSc1nc2ccccc2n1Cc1ccccc1C(=O)O | 1% | -6% | -6%
CCOC(=O)c1oc2ccccc2c1NC(=O)c1ccccc1OC | ? | 101%[activator] | ?
CCc1cc(=O)[nH]c(SCc2ccc(C)cc2)n1 | -8% | -11% | -15%
Cc1noc(NC(=O)c2ccc(Cl)c(Cl)c2)c1Cl | ? | 2% | -29%
CC(C)(C)NC(=O)C1CC(=O)OC1(C)C (centres undefined) | -3% | 0% | -2%
CC(NC(=O)c1ccc(F)cc1Cl)C1CC2CCC1C2 (centres undefined) | -20% | 4% | 0%
C=C(C)c1cccc(C(C)(C)NC(=O)N2CCCC2)c1 | -27% | 1% | -7%
Cc1ccc(S(=O)(=O)N(CC(O)CN2CCCCC2)c2ccccc2)cc1 (centres undefined) | ? | 2% | -20%
Cc1cccn2c(NCc3ccc4c(c3)OCO4)c(-c3ccc(O)cc3)nc12 | -27% | -5% | -4%
CCOc1ccc(CNC(=O)C2CCN(S(=O)(=O)CC)CC2)cc1OC | -9% | ? | 6%
CN(C(=O)c1cccc(NC(=O)Cc2cccc(NC(=O)C3CCCN(C(=O)C4CCCC4)C3)c2)c1)C1CC1 (centres undefined) | ? | nt | -24%
COc1cc(CN2CCC(Cc3ccccc3)CC2)cc([N+](=O)[O-])c1O | 17% | 2% | 0%
Cc1ccc(-c2n[nH]c(=S)n2/N=C/c2ccc(C)o2)cc1 | ? | -7% | ?
CCOc1ccccc1Nc1cc(C)nc2nnnn12 | -20% | ? | -5%
CC1CCC(C#N)(N(C)C(=O)CSc2nnc(C3CC3)n2C2CC2)CC1 (centres undefined) | 15% | 2% | 9%
Cc1[nH]n(-c2ccccc2)c(=O)c1/C=N/N(c1ccccc1)c1ccccc1 | ? | -1% | ?
Cc1ccc(-c2nnn(CC(=O)N(CC(=O)NC3CCCC3)c3ccccc3F)n2)o1 | 5% | -8% | -1%
NNC(=O)CSc1nc(-c2ccccc2)cn1-c1ccccc1 | 1% | -3% | 0%
CCC(C)(C)c1ccc(OCCCC[n+]2ccc(C)cc2)c(C(C)(C)CC)c1 | 1.2µM* | -5% | 2.3µM*

Some of the entries above, set out differently.
Cc1cccn2c(NCc3ccc4c(c3)OCO4)c(-c3ccc(O)cc3)nc12
  DT40 TDP1 no CPT: -27%; GCN5L2 inh: -5%; TDP1 cell CPT: -4%

CCOc1ccc(CNC(=O)C2CCN(S(=O)(=O)CC)CC2)cc1OC
  DT40 TDP1 no CPT: -9%; GCN5L2 inh: ?; TDP1 cell CPT: 6%

CN(C(=O)c1cccc(NC(=O)Cc2cccc(NC(=O)C3CCCN(C(=O)C4CCCC4)C3)c2)c1)C1CC1 (centres undefined)
  DT40 TDP1 no CPT: ?; GCN5L2 inh: nt; TDP1 cell CPT: -24%

COc1cc(CN2CCC(Cc3ccccc3)CC2)cc([N+](=O)[O-])c1O
  DT40 TDP1 no CPT: 17%; GCN5L2 inh: 2%; TDP1 cell CPT: 0%

(cont.)
SMILES | DT40 TDP1 no CPT | GCN5L2 inh | TDP1 cell CPT
C/C(Cn1cnc([N+](=O)[O-])n1)=N\NC(=O)c1cccnc1 | 7% | -4% | 7%
CCC(=O)Nc1c(-c2ccc3ccccc3c2)nc2ccccn12 | 2% | -2% | -6%
CCCNC(=O)C1CCN(S(=O)(=O)c2ccc(-c3nn[nH]n3)cc2)CC1 | 0.01µM* | -7% | 12µM*
CCOc1ccccc1C(=O)NCC(=O)N(C)Cc1cccnc1 | ? | 0% | -8%
O=S(=O)(NCCCN1CCOCC1)c1ccc(F)c(Cl)c1 | 17% | 0% | -21%
Cc1nc2sccn2c(=O)c1S(=O)(=O)N1CCN(c2cccc(C(F)(F)F)c2)CC1 | ? | 1% | ?
CCc1cccc(OCC(=O)Nc2ccc(S(=O)(=O)Nc3onc(C)c3C)cc2)c1 | -17% | -3% | -1%
CCn1c(SCC(=O)Nc2ccccc2)nc2c1c(=O)n(C)c(=O)n2C | -17% | -4% | -17%
CCC(C(=O)Nc1cc(OC)ccc1OC)n1c(C)c2cnn(-c3ccccc3)c(=O)c2c1C (centres undefined) | ? | -10% | ?
Cn1ccc2cc(S(=O)(=O)N3CCCC(C(=O)NCc4ccccc4)C3)ccc21 (centres undefined) | 6% | -1% | -28%
C[C@H](CO)N1C[C@H](C)[C@@H](CN(C)Cc2cccc(O)c2)OCc2cnnn2CCCC1=O | 6% | nt | 12%
COc1ccc(C(=O)COC(=O)c2ccc(-n3cnnn3)cc2)c(OC)c1 | -20% | -2% | -18%
CC(C)(C)Nc1nc(N2CCCC2)nc(N2CCCC2)n1 | 16µM* | -6% | ?
COc1ccc(C)cc1-n1nnnc1SCC(=O)c1cc(C)n(Cc2ccco2)c1C | ? | -12% | ?
CCn1c(CN2CCOCC2)nnc1SCC(=O)Nc1cccc(C)c1 | -1% | -2% | 1%
COc1ccccc1NC(=O)CN1CCN(CC(=O)Nc2cc(NC(C)=O)ccc2OC)CC1 | ? | 1% | ?
COc1cc(Cc2nccc3cc(OC)c(OC)cc23)c(NC(C)=O)cc1OC | 19% | -3% | 6%
CC(=O)Nc1nonc1-c1nc2ccccc2n1Cc1ccccc1 | ? | -2% | ?
COc1ccc(NC(=O)C2(C)CCCN(C(C)=O)C2)cc1F (centres undefined) | -3% | nt | -8%
CC(C)(C)[C@H]1CCC(=O)N([C@H](CN=[N+]=[N-])Cc2ccccc2)CC1 | 20µM* | -2% | 14µM*
O=S(=O)(/N=C(\c1ccc(Cl)cc1)N1CCOCC1)c1ccccc1 | -4% | 0% | 14%
O=C(C1CCC(=O)N(C2CCCC2)C1)N1CCN(Cc2cccc(Cl)c2)CC1 (centres undefined) | -26% | -19% | -27%
COC(=O)c1ccsc1NC(=O)CSc1nnnn1Cc1ccccc1 | ? | -1% | ?
CC(=O)Nc1ccc(N2C(=O)CSC2c2ccc(F)cc2)cc1 (centres undefined) | 2% | -11% | 1%
N#Cc1ccccc1NC(=O)c1cccc(COc2ccc(Cl)cc2Cl)c1 | -8% | 4% | -5%
COc1ccc(-c2nn3c(-c4ccccc4)nnc3s2)cc1OC | ? | -11% | ?
COc1cc(C#N)ccc1OCC(=O)NCCC1=CCCCC1 | -1% | -1% | -14%
O=c1cc(O)c(-c2ccc(Cl)c(Cl)c2)c(Cl)[nH]1 | -4% | -6% | -13%
Cc1cccc(OCC(=O)Nc2ccc(N3CCCC3)cc2)c1C | ? | -18% | -23%
CC(c1ccon1)N(C)C(=O)CCc1nnc(C2(c3ccc(Cl)cc3)CCC2)o1 (centres undefined) | ? | -5% | ?
COc1ccc(CN2C(=O)CCC2(C)c2nnnn2-c2c(C)cccc2C)cc1OC (centres undefined) | 18µM* | nt | 16µM*
NC(=O)c1ccsc1NC(=O)COC(=O)[C@@H]1CCCN1C(=O)c1cccs1 | -20% | nt | -11%
Cc1ccccc1-n1c(SCC(=O)Nc2ccc(Cl)cc2Cl)nc(O)cc1=O | -5% | -6% | 5%
O=[N+]([O-])c1ccc(CNCc2cc(Cl)ccc2O)cc1 | ? | -2% | ?
O=C1CCN=C(Nc2ccc(F)cc2)N1Cc1ccccc1 | ? | -3%[0.501 µM] | -27%
COCOc1cccc(CN2CCC(C)(Oc3ccc(SC)cc3)C2)c1 (centres undefined) | 10µM* | nt | ?
O=S(=O)(/N=C(/Nc1cccc2ccccc12)c1ccccc1)c1ccc(Br)cc1 | -1% | -15% | -20%
Cc1c(C(=O)NCCC#N)sc(=O)n1Cc1ccccc1F | 20% | nt | -12%
Brc1ccc(-c2nnc3n2-c2ccccc2CC3)cc1 | -24% | 1% | -30%
CCCCCn1c(=O)c(C(=O)c2ccccc2)nc2ccccc21 | 23µM* | ? | ?
CC1=C(C(=O)Nc2ccccc2Br)C2(CCC(C)CC2)OC1=O (centres undefined) | -24% | 2% | 4%
CC(=O)c1cnn(-c2ccc(Cl)c(Cl)c2Cl)c1C | ? | -12% | -14%
CCCN(CCC)CCNC(=O)C1CC(=O)N(c2ccc(OC)cc2)C1c1ccc(OC)cc1 (centres undefined) | 11% | -4% | -13%
Cc1ccc(NC(=O)c2ccc3oc(=O)c(S(=O)(=O)c4ccccc4)cc3c2)cc1C | -12% | -12% | -14%
COc1ccc(C(=O)C[n+]2ccc(Cl)c3ccc(Cl)cc32)cc1 | 7.9µM* | nt | 7.9µM*
O=C(c1nc2ccccn2c1CNCC1OCCc2ccccc21)N1CCOCC1 (centres undefined) | -19% | 0% | 1%
C=CCC(NC(C)c1ccccc1)c1ccco1 (centres undefined) | -13% | -4% | -28%
Cc1cc(C)cc(Nc2ncnc3c2nc2n3CCCC2)c1 | 9.2µM* | -16% | 9.2µM*
COc1cc(/C=N/Nc2nncn2/N=C/c2ccc(O)c(OC)c2)ccc1O | ? | -4% | ?
COc1cccc(CNCc2ccccc2Br)c1OC | ? | -9% | ?
O=C(Cn1c(=O)n(Cc2ccc(C(=O)NCc3ccccc3Cl)cc2)c(=O)c2ccccc21)Nc1ccc(F)cc1 | ? | -4% | -29%
CCc1ccc(S(=O)(=O)N2CCN(C(=O)c3cccnc3)CC2)cc1 | 12% | -5% | -1%
CC1=C(C)CC(C(=O)NCCc2ccccc2)C(C(=O)O)C1 (centres undefined) | 6% | -1% | -1%
O=C(NC1CCCC1)c1nc(-c2c(F)cccc2F)oc1-c1ccccc1 | ? | nt | ?
CCCN(CC(=O)Nc1ccc(NC(C)=O)cc1)CC(=O)Nc1ccc(F)c(F)c1F | ? | 0% | -24%
CCOc1ccc(N2C(=O)CC(n3nc(C)cc3C)C2=O)cc1 (centres undefined) | -4% | -3% | 2%
CCN(C(=O)CCS(=O)(=O)c1ccc(Br)cc1)c1ccc2c(c1)OCO2 | -23% | -5% | -20%
CCCS(=O)(=O)NCCc1sc2nc(-c3ccc(Cl)cc3)nn2c1C | 8.2µM* | -3% | 5.2µM*
COc1ccc(-n2c(SCCC(=O)O)nnc2-c2ccncc2)cc1 | ? | 1% | 4%
COC(=O)c1ccc(CNC(=O)c2ccc(OC)c(S(=O)(=O)NC3CC3)c2)cc1 | -13% | nt | -4%

Other entries follow.
SMILES | DT40 TDP1 no CPT | GCN5L2 inh | TDP1 cell CPT
Cc1ccc(C(C(=O)NC2CCCC2)N(C(=O)Cc2cccs2)c2ccc3c(c2)OCCO3)cc1 (centres undefined) | ? | 9% | ?
CC(Sc1nnc(Cn2c(=O)sc3ccccc32)n1C)c1ccccc1 (centres undefined) | -24% | -1% | ?
CC(=O)N1CC(C)Sc2ccc(S(=O)(=O)N3CCCCC3)cc21 (centres undefined) | -17% | -7% | ?
O=C(Nc1ccccc1C(=O)NCc1ccccc1)c1ccccc1Br | ? | -7% | 23µM*
COC(=O)C=CSC(=S)C1CCCC1=N (centres undefined) | -22% | nt | 2%
CCc1cc(C(=O)N2CCOc3ccc(CN4CCN(Cc5ccccn5)CC4)cc3C2)no1 | -16% | nt | 1%[9.04 µM]

One compound at a time (already shown). Order of values: DT40 TDP1 no CPT, GCN5L2 inh, TDP1 cell CPT
Shown for COC(=O)C=CSC(=S)C1CCCC1=N (centres undefined) : -22%, nt, 2%
Shown for Cc1ccc(C(C(=O)NC2CCCC2)N(C(=O)Cc2cccs2)c2ccc3c(c2)OCCO3)cc1 (centres undefined) : ?, 9%, ?
Shown for CC(=O)N1CC(C)Sc2ccc(S(=O)(=O)N3CCCCC3)cc21 (centres undefined) : -17%, -7%, ?

High-throughput results: PubChem BioAssay, National Center for Advancing Translational Sciences (NCATS)

Only part of the results is shown; rates above refer to the full screens.
